Screening data as filed in PubChem BioAssay.
PhoP inhibition – inhibitors of PhoP regulon expression, primary screen, Salmonella Typhimurium, GFP reporter (AID 1863); S. Typhimurium PhoP-regulated promoter GFP reporter, 4 h; higher % means a stronger effect; one-dose inhibition, % at 50 µM; IC50 in µM for titrated hits; actives 0.16% (n = 300,000);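 active means inhibition over 29.93%, a cutoff 3 SD above the screen mean, later confirmed by dose response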;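 further: 0% = low Mg2+ inducing control and 100% = high Mg2+ repressing control; strong numbers were not always called active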
T cell modulator – modulates CD8 T cell binding to vesicles; 2C CD8+ T cell-vesicle binding, flow cytometry; hits give low values; calls only at 7 µM; actives 0.068% (n = 330,000); AID 2052;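 active means response, share of CD8 T cells binding vesicles, and their 90th percentile fluorescence all below set limits, cut at about 80% in these data, passing the limit was not always enough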
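Test system: purified 2C TCR transgenic mouse naive CD8+ T cells. Probe or stimulus: QL9-peptide-loaded Drosophila micro-vesicles bearing Ld, ICAM-1 and B7-1. Incubation: binding step 1.5 h, 37 °C, antibody labelling 20 min, ice. Measured by: flow cytometry of vesicle-bound cells.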
T cell modulator vesicle-bound % – further read-out of T cell modulator, marked with its call; double positive events, %; measured here: CD8+ vesicle-bound cell fraction;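 binding gate set so that unloaded-vesicle control wells show 10% double positive cells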
Numbers without * were called inactive; i = inactive.

SMILES	PhoP inhibition	T cell modulator	T cell modulator vesicle-bound %
O=C(Nc1nnc(-c2ccc(Br)cc2)o1)c1cccc(N2C(=O)CCC2=O)c1	3.2%	i	42.6
CCN1C(=O)[C@H]2[C@@H](c3ccc(C)cc3)N3C(=O)N(c4cccc(Cl)c4)C(=O)[C@@]3(Cc3ccccc3)[C@H]2C1=O	-5.1%	i	26.5
O=C1Nc2ccc(S(=O)(=O)NCCCO)c3cccc1c23	-3.5%	i	61.2
COc1ccccc1NC(=O)C(C)OC(=O)c1nc2nc(C)cc(C)n2n1 (stereo not drawn)	-0.9%	i	14.4
COc1ccc(S(=O)(=O)N2CCCC2CNC(=O)C(=O)NC2CC2)cc1 (stereo not drawn)	0.9%	i	49.1
COc1ccc(C(=O)CC(=O)C(=O)Nc2ccc(C)cc2Cl)cc1	-9.7%	i	24.7
Cc1ccnc(NC(=O)COc2ccc3c(c2)CCC3)c1	0.3%	i	50.9
CC(C)OCCCn1c(SCC(=O)N2CCCC2=O)nc2ccccc2c1=O	2.4%	i	23.7
CCCCN(C(=O)c1cc(Cl)nc2ccccc12)c1c(N)n(Cc2ccccc2)c(=O)[nH]c1=O	-3.5%	i	46.0
C=CCOc1cccc(C2C(C(=O)c3ccc(C)o3)=C(O)C(=O)N2c2nnc(C)s2)c1 (stereo not drawn)	-5.1%	i	49.7

Filtered by structure, those above containing a Cl atom
SMILES	PhoP inhibition	T cell modulator	T cell modulator vesicle-bound %
CCN1C(=O)[C@H]2[C@@H](c3ccc(C)cc3)N3C(=O)N(c4cccc(Cl)c4)C(=O)[C@@]3(Cc3ccccc3)[C@H]2C1=O	-5.1%	i	26.5
COc1ccc(C(=O)CC(=O)C(=O)Nc2ccc(C)cc2Cl)cc1	-9.7%	i	24.7
CCCCN(C(=O)c1cc(Cl)nc2ccccc12)c1c(N)n(Cc2ccccc2)c(=O)[nH]c1=O	-3.5%	i	46.0

(more compounds)
SMILES	PhoP inhibition	T cell modulator	T cell modulator vesicle-bound %
CC(C)(C)NC(=O)NC(=O)CN1CCN(S(=O)(=O)c2ccc3c(c2)CCCC3)CC1	4.0%	i	45.2
Cc1cc(C)c(C)c(S(=O)(=O)N2CCC(C(=O)N3CC(C)CC(C)C3)CC2)c1C (stereo not drawn)	6.3%	i	21.2
COc1ccc(CCNC(=O)CNC(=O)c2ccc(Br)o2)cc1OC	-6.1%	i	29.1
COc1ccc(S(=O)(=O)NC(C)C(=O)N2CCCCCC2)cc1 (stereo not drawn)	-0.8%	i	52.8
Cc1cc(C)c(S(=O)(=O)NCC(c2ccc3c(c2)OCO3)N2CCOCC2)c(C)c1 (stereo not drawn)	-5.1%	i	53.9
CCN(CC(=O)Nc1ccc(OC)cc1)C(=O)c1cc([N+](=O)[O-])ccc1N1CCOCC1	3.2%	i	54.2
COc1ccccc1C(=O)NCC(c1cccs1)N1CCc2ccccc21 (stereo not drawn)	-1.3%	i	38.6
Cc1csc(SCC(=O)Nc2cc(S(=O)(=O)N(C)C)ccc2C)n1	-6.2%	i	16.4
N#Cc1ccc(Oc2ccc(S(=O)(=O)N3CCOCC3)cn2)cc1	7.5%	i	55.6
Cc1ccc(N2C(=O)N(CC(=O)Nc3cc(Cl)ccc3C)C(=O)C2C)cc1 (stereo not drawn)	-3.9%	i	50.9
Cc1ccccc1NC(=O)N1CCCN(c2ccc(C#N)cn2)CC1	-7.2%	i	34.5
O=C(c1ccco1)N1CCN(Cc2ccc(F)cc2)CC1	-4.1%	i	35.5
CCCn1c(N)c(N(CCOC)C(=O)COC(=O)c2ccccc2NCCO)c(=O)[nH]c1=O	6.0%	i	20.9
CCN1C(=O)[C@H]2[C@@H](c3ccc(-c4ccc(C(C)=O)cc4)cc3)N[C@@](Cc3ccccc3)(C(=O)OC)[C@H]2C1=O	-6.7%	i	10.8
CC1(OC(=O)C2CCCC2)C(=O)C=C2C=C(C3CC3)OC=C2C1=O (stereo not drawn)	8.2%	i	24.2
COCCCNC(=O)CNC(=O)c1nn(-c2ccc(OC)c(Cl)c2)c(=O)c2ccccc12	-14.1%	i	36.6
CC(=O)c1cccc(NC(=O)C(C)OC(=O)CCC2CCCCC2)c1 (stereo not drawn)	-0.6%	i	51.4
CCN1CCN(S(=O)(=O)c2ccc(Cl)c(C(=O)NC3CCCC3)c2)CC1	7.2%	i	49.9
COc1cccc(NC(=O)CN(C)C(=O)CNC(=O)c2ccc(Oc3ccccc3)cc2)c1	0.4%	i	57.9
COc1ccc(C(=O)COC(=O)c2ccc(Cl)nc2)c(OC)c1	0.8%	i	47.4
CCOCCn1ccc2c(OCC(=O)Nc3cc(OC)ccc3OC)cccc2c1=O	-4.5%	i	51.8
CN(C(=O)c1ccco1)c1ccccc1C(=O)O	1.5%	i	65.3
Cc1ccc(NS(=O)(=O)c2cccc(C(=O)NCCCn3ccnc3)c2)cc1	-4.1%	i	20.8
COc1ccc(NC(=O)CSCC(=O)OCc2cccc(OC)c2OC)cc1	-10.4%	i	57.1
COc1ccc([C@H]2/C=C\CN(C(=O)c3ccccc3)[C@@H](C)C(=O)N2Cc2ccc(F)cc2)cc1	-8.1%	i	31.8
CS(=O)(=O)N(CC(=O)N1CCN(Cc2ccccc2)CC1)c1ccccc1F	6.5%	i	30.0
COc1ccc(Cl)cc1NC(=O)CN(C)C(=O)c1cc2ccccc2cc1OC	-6.7%	i	39.1
O=C(CNc1cccc(S(=O)(=O)N2CCCC2)c1)Nc1cccc(Br)c1	-6.2%	i	39.3
CC1(O)C(=O)C=C2C=C(C3CC3)OC=C2C1=O (stereo not drawn)	-5.6%	i	18.2
COc1ccccc1C(=O)NC(CCSC)C(=O)NCC(c1ccccc1OC)N1CCCC1 (stereo not drawn)	3.0%	i	52.1
CC(C)(C)C(=O)Nc1ccc(S(=O)(=O)N2CCC(c3nc4ccccc4[nH]3)CC2)cc1	2.1%	i	32.3
CCNS(=O)(=O)c1ccc(CCC(=O)N2CCC(C)CC2)cc1	-3.5%	i	59.5
Cc1n[nH]c(=O)c2c(NC(=O)CSc3nnc(C4CC4)n3C)oc(C)c12	-6.5%	i	44.0
COc1ccc(S(=O)(=O)Nc2ccc(-c3ccc4nncn4n3)cc2)c(OC)c1	-0.5%	i	30.5
Cc1ccccc1NC(=O)COc1cccc2c1CCNC2=O	1.5%	i	39.5
O=C(NCC(c1ccc(F)cc1)N1CCOCC1)c1cccnc1Sc1ccccc1Cl (stereo not drawn)	-0.2%	i	15.7
O=C(NCC(=O)N1CCOCC1)c1ccc(Br)o1	7.6%	i	18.7
CCOC(=O)c1c(C)[nH]c(C(=O)N2CCc3cc(OC)c(OC)cc3C2)c1C	5.6%	i	14.4
CCN(CC(=O)Nc1ccccc1C(F)(F)F)C(=O)c1cccc(N2C(=O)CCC2=O)c1	6.3%	i	41.0
COc1cccc(-c2nnn(CC(=O)N(CC(C)C)C3CCS(=O)(=O)C3)n2)c1 (stereo not drawn)	-5.1%	i	41.5
Cc1ccc(S(=O)(=O)N2[C@@H](c3ccc(Cl)cc3)C(C(=O)O)=CC[C@H]2c2cccs2)cc1	14.9%	i	27.5
Cc1cccc(OCC(=O)Nc2cc(S(=O)(=O)N3CCOCC3)ccc2N2CCCC2)c1C	6.2%	i	39.8
COc1ccccc1NC(=O)CSc1nc(=O)n(CCN(C)C)c2c1CCCC2	1.2%	i	28.9
COc1ccc(S(=O)(=O)N2CCCC2CNC(=O)C(=O)NCc2cccs2)cc1 (stereo not drawn)	2.7%	i	51.8
CCOc1ccc(S(=O)(=O)N2CCCCC2)cc1NC(=O)C1=COCCO1	-2.7%	i	25.2
CC12CCC(=O)N1C(C(=O)Nc1cc(C(F)(F)F)ccc1N1CCCCC1)CS2 (stereo not drawn)	-6.0%	i	51.4
O=C(NC1CCCCCCC1)c1cccc(Cl)c1	-12.7%	i	44.7
CC(C)(C)OC(=O)NCCCC1=CC2=CC(=O)C(C)(OC(=O)c3ccco3)C(=O)C2=CO1 (stereo not drawn)	-12.2%	i	32.6
CC1CCCN(C(=O)c2ccc(NS(=O)(=O)c3ccc4[nH]c(=O)[nH]c4c3)cc2)C1 (stereo not drawn)	-8.2%	i	54.5
Cc1cc(CN(C)C(=O)c2ccc3nc(Cc4ccccc4F)oc3c2)on1	-5.2%	i	17.6

Other records:
SMILES	PhoP inhibition	T cell modulator	T cell modulator vesicle-bound %
COc1ccccc1OCCNC(=O)c1ccc(C)c(S(=O)(=O)N2CCOCC2)c1	11.9%	i	14.8
COc1ccc(S(=O)(=O)N2CCCC2CNC(=O)C(=O)Nc2ccc(C)cc2)cc1 (stereo not drawn)	0.5%	i	32.6
CCC(=O)c1ccc(OCC(=O)OCC(=O)NCCCc2ccccc2)cc1	-5.3%	i	36.3
CCN1CCN(c2ccc(S(=O)(=O)N3CCCCC3)cc2NC(=O)Cc2ccc(Cl)c(Cl)c2)CC1	-0.4%	i	28.3
CCOc1ccc(NC(=O)c2ccc(NC(=O)CN3C(=O)C(=O)N(CC(C)C)C3=O)cc2)cc1	16.3%	i	33.7
CCCCn1c(N)c(N(CC(C)C)C(=O)c2ccc(N3C(=O)c4ccccc4C3=O)cc2)c(=O)[nH]c1=O	4.1%	i	23.4
Cc1ccn2c(=O)nc(SCC(=O)N3CCC(Cc4ccccc4)CC3)nc2c1	4.8%	i	27.2

Filtered by structure: the compounds so far with an aryl methoxy group (22)
SMILES	PhoP inhibition	T cell modulator	T cell modulator vesicle-bound %
COc1ccccc1NC(=O)C(C)OC(=O)c1nc2nc(C)cc(C)n2n1 (stereo not drawn)	-0.9%	i	14.4
COc1ccc(S(=O)(=O)N2CCCC2CNC(=O)C(=O)NC2CC2)cc1 (stereo not drawn)	0.9%	i	49.1
COc1ccc(C(=O)CC(=O)C(=O)Nc2ccc(C)cc2Cl)cc1	-9.7%	i	24.7
COc1ccc(CCNC(=O)CNC(=O)c2ccc(Br)o2)cc1OC	-6.1%	i	29.1
COc1ccc(S(=O)(=O)NC(C)C(=O)N2CCCCCC2)cc1 (stereo not drawn)	-0.8%	i	52.8
CCN(CC(=O)Nc1ccc(OC)cc1)C(=O)c1cc([N+](=O)[O-])ccc1N1CCOCC1	3.2%	i	54.2
COc1ccccc1C(=O)NCC(c1cccs1)N1CCc2ccccc21 (stereo not drawn)	-1.3%	i	38.6
COCCCNC(=O)CNC(=O)c1nn(-c2ccc(OC)c(Cl)c2)c(=O)c2ccccc12	-14.1%	i	36.6
COc1cccc(NC(=O)CN(C)C(=O)CNC(=O)c2ccc(Oc3ccccc3)cc2)c1	0.4%	i	57.9
COc1ccc(C(=O)COC(=O)c2ccc(Cl)nc2)c(OC)c1	0.8%	i	47.4
CCOCCn1ccc2c(OCC(=O)Nc3cc(OC)ccc3OC)cccc2c1=O	-4.5%	i	51.8
COc1ccc(NC(=O)CSCC(=O)OCc2cccc(OC)c2OC)cc1	-10.4%	i	57.1
COc1ccc([C@H]2/C=C\CN(C(=O)c3ccccc3)[C@@H](C)C(=O)N2Cc2ccc(F)cc2)cc1	-8.1%	i	31.8
COc1ccc(Cl)cc1NC(=O)CN(C)C(=O)c1cc2ccccc2cc1OC	-6.7%	i	39.1
COc1ccccc1C(=O)NC(CCSC)C(=O)NCC(c1ccccc1OC)N1CCCC1 (stereo not drawn)	3.0%	i	52.1
COc1ccc(S(=O)(=O)Nc2ccc(-c3ccc4nncn4n3)cc2)c(OC)c1	-0.5%	i	30.5
CCOC(=O)c1c(C)[nH]c(C(=O)N2CCc3cc(OC)c(OC)cc3C2)c1C	5.6%	i	14.4
COc1cccc(-c2nnn(CC(=O)N(CC(C)C)C3CCS(=O)(=O)C3)n2)c1 (stereo not drawn)	-5.1%	i	41.5
COc1ccccc1NC(=O)CSc1nc(=O)n(CCN(C)C)c2c1CCCC2	1.2%	i	28.9
COc1ccc(S(=O)(=O)N2CCCC2CNC(=O)C(=O)NCc2cccs2)cc1 (stereo not drawn)	2.7%	i	51.8
COc1ccccc1OCCNC(=O)c1ccc(C)c(S(=O)(=O)N2CCOCC2)c1	11.9%	i	14.8
COc1ccc(S(=O)(=O)N2CCCC2CNC(=O)C(=O)Nc2ccc(C)cc2)cc1 (stereo not drawn)	0.5%	i	32.6

Some of the compounds tested, so the mix of outcomes need not match the whole.
